PKA inh: inhibitors of human PKA kinase activity, primary screen, biochemical, ATP-depletion luminescence, Kemptide substrate; AID 524, 2006; PKA Kemptide phosphorylation, Kinase-Glo ATP luminescence; cAMP-dependent protein kinase catalytic subunit alpha (Homo sapiens), P17612; inhibition, % at 6 µM; actives 0.1% (n = 65,000);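 active means inhibition above the screen-wide mean inhibition plus 3 SD, cut at about 21% in these data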; further: many of its hits are not listed in these tables
Cdc25B block: inhibitors of Cdc25B phosphatase catalytic domain, primary screen, biochemical, OMFP fluorescence; inhibition, %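 (compounds tested at 10 µM final in the well)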; recombinant Cdc25B, OMFP fluorescence Ex485/Em525; M-phase inducer phosphatase 2 (Homo sapiens), P30305; AID 368, 2006; actives 0.1% (n = 65,000); in the data active means inhibition above about 50%
Target sequence (P30305 whole entry, looked up, the tested form may be a part): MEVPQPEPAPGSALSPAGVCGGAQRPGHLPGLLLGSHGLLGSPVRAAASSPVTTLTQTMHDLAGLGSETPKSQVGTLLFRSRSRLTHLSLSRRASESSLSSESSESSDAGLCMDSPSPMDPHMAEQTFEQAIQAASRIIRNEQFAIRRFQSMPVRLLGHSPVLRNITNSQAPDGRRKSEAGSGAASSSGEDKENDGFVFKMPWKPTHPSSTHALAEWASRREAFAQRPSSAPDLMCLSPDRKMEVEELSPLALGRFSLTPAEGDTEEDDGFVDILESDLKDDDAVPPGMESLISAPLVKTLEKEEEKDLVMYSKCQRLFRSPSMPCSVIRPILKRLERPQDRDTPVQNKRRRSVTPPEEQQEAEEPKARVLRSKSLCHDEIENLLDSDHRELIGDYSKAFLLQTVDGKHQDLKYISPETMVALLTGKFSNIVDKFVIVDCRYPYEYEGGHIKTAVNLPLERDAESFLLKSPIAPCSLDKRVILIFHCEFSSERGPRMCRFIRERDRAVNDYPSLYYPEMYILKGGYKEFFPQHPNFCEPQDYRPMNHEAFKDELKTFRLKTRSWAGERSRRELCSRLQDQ
MMP13 inh: human MMP13 inhibitors, primary screen, biochemical, FRET peptide cleavage | Collagenase 3 (Homo sapiens), P45452 | MMP-13 fTHP FRET cleavage, Mca fluorescence | inhibition, % at 4 µM | actives 0.07% (n = 65,000);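 active means inhibition above the mean of compound-free control plate wells plus 3 SD, cut at about 14% in these data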;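 further: 0% = DMSO wells and 100% = wells with reference MMP-13 inhibitor after basal subtraction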
Jurkat tox 60K: cytotoxicity toward Jurkat T cells, primary screen, cytotoxicity control, cell-based, Jurkat E6.1, 60K MLSMR library | Jurkat E6.1 viability, ATP luminescence, 48 h | inhibition, % at 4 µM | actives 1.2% (n = 56,000) | AID 463, 2006;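 active means inhibition above the mean inhibition of all tested compounds plus 3 SD, cut at about 28% in these data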
HEK293 NFkB inh: inhibitors of PMA/ionomycin-induced NF-kB reporter, primary screen, antigen receptor NF-kB inhibitor project, cell-based, HEK-293 luciferase reporter, luminescence | AID 465, 2006 | HEK-293 NF-kB luciferase reporter | inhibition, % at 3 µM | actives 0.21% (n = 62,000);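 active means inhibition above the mean of all tested compounds plus 3 SD, cut at about 40% in these data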;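 further: 0% = stimulated DMSO wells and 100% = 10 µM reference inhibitor 5653914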
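Timing: 1 h pretreatment, 16 h stimulation, 37 °C; system: HEK-293 cells with stable firefly luciferase reporter driven by four HIV NF-kB elements; doses: 3 µM once, 0.30% DMSO; measured by: luciferase luminescence; control set: DMSO and 10 µM reference inhibitor; repeats: single test; reagent: PMA plus ionomycin mix as NF-kB-activating stimulus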
MKP-1 inh: MKP-1 phosphatase inhibitors, primary screen, biochemical, in vitro. AID 374, 2006. inhibition, %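 (compounds tested at a single concentration somewhere between 10 and 100 µM)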. actives 0.15% (n = 65,000). recombinant MKP-1, OMFP hydrolysis fluorescence. Dual specificity protein phosphatase 1 (Homo sapiens), P28562;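 active means inhibition above about 50%, limit read from the data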;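 further: 0% = DMSO max control wells and 100% = wells with enzyme stopped by NaOH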
JNK3 inh: JNK3 kinase activity inhibitors, primary screen, biochemical, human, purified enzyme. Mitogen-activated protein kinase 10 (Homo sapiens), P53779. HTS. inhibition, % at 8 µM. actives 0.61% (n = 60,000); in the data active means inhibition above about 17%;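 further: 0% = DMSO and 100% = reference inhibitor; many of its hits are not listed in these tables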
ROCK2 blocker: inhibitors of human ROCK2 kinase, primary screen, biochemical, high-throughput, luminescence | inhibition, % at 6 µM | purified ROCK2, Kinase-Glo ATP depletion luminescence | Rho-associated protein kinase 2 (Homo sapiens), O75116 | actives 0.35% (n = 60,000) | AID 604, 2007;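 active means inhibition above the screen-wide mean inhibition plus 3 SD, cut at about 18% in these data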;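 further: plate controls were DMSO wells for no effect and Y-27632 control wells after no-enzyme background subtraction for full effect; many of its hits are not listed in these tables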
TNAP act DEA: human TNAP enzyme activators, primary screen, biochemical, luminescent, intermediate phosphate acceptor level; AID 813, 2007; purified TNAP, CDP-star luminescence, 100 mM DEA, 30 min; hits give high values; scale: 0 levamisole-inhibited, 1 vehicle-only enzyme; activation factor at 20 µM; 64,000 tested, under 10 active; Alkaline phosphatase, tissue-nonspecific isozyme (Homo sapiens), P05186;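 active means activation factor of at least 2 at 20 µM, relative to controls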
Target sequence (P05186 whole entry, looked up): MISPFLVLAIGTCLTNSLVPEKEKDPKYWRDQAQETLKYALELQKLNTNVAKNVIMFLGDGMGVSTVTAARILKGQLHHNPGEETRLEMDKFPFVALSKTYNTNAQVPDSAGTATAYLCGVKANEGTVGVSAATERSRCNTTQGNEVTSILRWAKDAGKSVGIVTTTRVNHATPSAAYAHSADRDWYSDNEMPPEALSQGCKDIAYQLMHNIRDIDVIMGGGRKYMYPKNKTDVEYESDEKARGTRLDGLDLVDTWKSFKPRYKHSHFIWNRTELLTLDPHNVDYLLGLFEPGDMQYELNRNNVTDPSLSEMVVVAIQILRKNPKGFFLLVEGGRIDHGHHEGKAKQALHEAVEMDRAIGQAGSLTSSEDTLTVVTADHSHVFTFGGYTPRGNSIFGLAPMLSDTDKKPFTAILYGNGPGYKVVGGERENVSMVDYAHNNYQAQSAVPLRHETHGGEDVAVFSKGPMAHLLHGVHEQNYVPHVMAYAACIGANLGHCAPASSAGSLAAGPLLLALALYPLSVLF
* hit, by the source's call; nt = not tested or not shown; [ ] = dose if it differs, or a comment. Rows were taken by chance; overall some 1.9% were active at least once.

Values in the order – PKA inh	Cdc25B block	MMP13 inh	Jurkat tox 60K	HEK293 NFkB inh	MKP-1 inh	JNK3 inh	ROCK2 blocker	TNAP act DEA
> CC(=O)Nc1cc(OC(C)=O)c2nonc2c1OC(C)=O
  12.4	100.4*	-3.1	18.4	-2.0	-17.0	47.2*	83.8*	0.9
> CCC(=O)N1c2ccccc2NC2=C(C(=O)CC(c3ccco3)C2)C1c1ccco1 (configuration not stated)
  10.9	-6.9	-0.2	nt	14.4	10.4	nt	nt	0.9
> CC(CCc1ccccc1)NC(=O)c1nnc(Cc2ccc(F)cc2)o1 (configuration not stated)
  8.8	-9.0	-3.1	1.3	5.4	1.2	-2.7	4.3	0.9
> CC(C)COc1ccc(/C(O)=C2/C(=O)C(=O)N(CCN(C)C)C2c2ccncc2)cc1 (configuration not stated)
  8.7	0.6	1.6	5.5	3.1	-41.2	-3.3	9.9	1
> CC(C)(C)NC(=O)CSc1nsc(SCC(=O)NC(C)(C)C)c1C#N
  8.3	-11.2	-2.1	nt	nt	-22.0	-0.3	4.6	0.9
> C=CCSc1nsc(N)n1
  11.9	9.3	1.4	-4.0	5.1	19.1	-0.1	5.9	1
> CC1(C)Cc2c(c(N3CCOCC3)nc3sc(C(=O)N4CCCCC4)c(N)c23)CO1
  9.9	2.3	-21.5	3.2	-0.5	2.2	1.1	1.8	1
> CNc1nc(-c2ccc(Cl)cc2)cs1
  -6.4	-5.3	4.9	nt	-16.2	9.2	nt	nt	0.9
> Cc1ccc(C(=O)NCc2ccc3c(c2)OCO3)cc1S(=O)(=O)N1CCOCC1
  2.0	-5.0	1.6	4.8	19.4	4.0	-2.3	7.1	1
> Cc1ccccc1CS(=O)(=O)Cc1ccc(C(=O)NCc2cccnc2)o1
  9.6	-7.5	4.1	-1.1	9.6	1.6	0.5	3.2	1
> COC(=O)c1[nH]c2c(c1C)C(=O)CC(c1cc(OC)ccc1OC)C2 (configuration not stated)
  -3.3	-4.7	-4.2	82.5*	11.1	-1.1	0.1	5.3	0.8
> COc1ccc(-c2cc(C(F)(F)F)nc(SCC(=O)NCc3ccco3)n2)cc1OC
  5.1	-15.5	-48.4[fluorescence artefact?]	3.2	10.7	23.2	-5.8	-1.1	0.9
> Clc1ccc(OCCCc2nc(-c3cccnc3)no2)c(Cl)c1
  9.3	-20.2	1.1	-5.9	2.1	-11.7	0.0	3.0	0.9
> CC(=O)OC(C(=O)n1nc(C)cc1C)c1ccccc1 (configuration not stated)
  -2.4	-13.4	0.5	-0.5	-2.8	-2.9	-2.0	-0.8	0.9
> c1ccc(-c2cnnc(N3CCCCC3)n2)cc1
  -0.4	-5.4	1.6	nt	-12.7	9.3	nt	nt	0.9
> CC(=O)CCc1ccc(OC(=O)c2cccnc2)cc1
  2.5	nt	6.7	nt	10.2	nt	nt	nt	0.9
> Cc1c(C(=O)OC2CCCCC2)[nH]c2c1C(=O)CC(C)(C)C2
  0.8	-0.7	5.5	nt	10.6	-5.1	nt	nt	0.9
> Cc1cc(C(=O)N2CCN(C(=O)C3CCCO3)CC2)no1 (configuration not stated)
  7.8	-1.2	-0.8	-5.2	-1.8	-3.9	1.4	6.9	0.8
> COc1ccc2c(c1)CC(C1(O)C(=O)Nc3ccccc31)C2=O (configuration not stated)
  1.4	-10.7	2.5	2.0	21.7	5.2	-1.3	2.5	0.9
> COc1ccc(Cl)c(Cn2c(NCc3ccco3)nc3c2c(=O)n(C)c(=O)n3C)c1
  17.4	-7.7	3.0	5.8	27.9	11.6	-4.3	1.2	1

(further entries)
Values in the order – PKA inh	Cdc25B block	MMP13 inh	Jurkat tox 60K	HEK293 NFkB inh	MKP-1 inh	JNK3 inh	ROCK2 blocker	TNAP act DEA
> CCOC(=O)c1cc2sc(C)cc2n1CC(=O)N1CCc2ccccc21
  12.6	-7.2	7.9	nt	4.2	-4.0	nt	nt	0.9
> CCOC(=O)c1[nH]c(C)c(CN(CCc2ccccc2)S(C)(=O)=O)c1C
  -4.2	-6.7	9.8	5.6	13.3	20.4	1.9	-2.2	0.9
> COc1ccc(-c2ncncc2-c2csc(C)n2)c(O)c1
  5.4	-7.7	2.8	nt	nt	-13.3	-0.3	17.3	0.9
> Cn1c(SCC(=O)NCc2ccc3c(c2)OCO3)nc2scc(-c3cccs3)c2c1=O
  5.5	4.5	1.6	1.2	-0.7	5.6	-5.8	6.2	0.9
> CCOC(=O)C1CCN(S(=O)(=O)Cc2ccccc2)CC1
  9.7	0.8	0.5	-1.1	9.4	9.4	-1.5	7.1	1
> CCOC(=O)C(CCCOc1cccc(OC)c1)C(=O)OCC
  3.4	-15.3	-0.4	-1.8	11.9	5.7	-1.2	3.0	1
> CC1(C)CC(=O)C(C=NCc2cccnc2)=C(O)C1
  7.0	-10.7	2.8	0.6	8.6	3.7	3.7	2.3	0.9
> COC(=O)c1cccc(S(=O)(=O)N2CCC(C)CC2)c1
  -6.2	-7.4	3.0	16.0	2.7	-6.1	-2.5	-10.6	0.8
> Cn1c(SCC(=O)NCC2CCCO2)nnc1-c1ccc(S(=O)(=O)N2CCCC2)cc1 (configuration not stated)
  7.5	-6.3	-2.4	-2.8	10.0	-25.8	0.3	6.9	1
> O=C(c1ccc(S(=O)(=O)N2CCOCC2)cc1)N1CCc2ccccc2C1
  4.2	-6.1	3.7	-5.8	12.2	-1.1	2.7	5.3	0.8
> O=C(O)CCCC(=O)NCc1ccccn1
  5.0	2.4	0.8	2.2	15.6	5.7	0.3	5.1	0.9
> Cc1ccccc1OCC(=O)OC(C)CN1CCN(C)CC1 (configuration not stated)
  9.6	-0.4	-1.8	-6.1	17.9	-7.9	0.2	1.1	0.9
> COC(=O)c1ccc(S(=O)(=O)N2C3CCC2CC(NC(=O)NC2CCCCC2)C3)cc1 (configuration not stated)
  -0.1	-6.5	4.3	nt	10.1	11.7	nt	nt	1
> c1ccc(Cn2nnnc2C(c2cccs2)N2CCc3ccccc3C2)cc1 (configuration not stated)
  10.6	-3.5	3.2	-2.1	10.6	15.4	4.2	1.0	1
> Clc1ccc2nc(N3CCCCC3)sc2c1
  6.0	-6.0	-1.4	-7.3	-48.4	8.5	1.5	3.7	0.9
> N#Cc1ccccc1NC(=O)CSc1nnc(-c2ccccc2)n1-c1ccccc1
  3.0	1.4	-0.2	5.2	13.3	4.0	3.3	2.2	0.9
> CN/C(=C/[N+](=O)[O-])NCCSCc1ccc(CN(C)C)o1
  -3.7	-11.9	0.1	nt	nt	-3.4	0.6	-0.5	1
> Nc1nc2n(n1)C(c1cccs1)CC(c1ccc(Br)cc1)N2 (configuration not stated)
  4.9	-13.9	-11.2	nt	nt	10.9	6.9	4.1	0.9
> CCn1cc(C(=O)N2CC=C(c3ccccc3)CC2)c(=O)c2ccc(C)nc21
  8.1	-25.2	0.8	-4.9	13.0	15.4	-7.0	7.8	0.9
> COc1cccc(-c2nn(C)c3sc(C(=O)N4CCOCC4)cc23)c1
  -13.8	12.2	0.8	9.2	19.8	17.5	11.3	-4.2	0.9

(cont.)
Values in the order – PKA inh	Cdc25B block	MMP13 inh	Jurkat tox 60K	HEK293 NFkB inh	MKP-1 inh	JNK3 inh	ROCK2 blocker	TNAP act DEA
> c1ccc(-c2cc(CSc3nc4ccccc4[nH]3)on2)cc1
  2.6	-8.1	5.5	21.4	16.5	-7.2	-1.2	-0.4	0.9
> CCn1c(CSc2nc(C)cc(C)n2)nnc1SCC(=O)N1CCCc2ccccc21
  11.8	2.1	1.0	-3.2	4.5	-13.7	5.7	2.9	1
> COc1ccc(NC(=O)CCNC(=O)Cn2ccc3ccccc3c2=O)c(OC)c1
  7.7	-17.5	6.1	nt	17.2	-5.4	nt	nt	0.9
> CCOC(=O)c1sc(C)c2c(=O)n(CCCN3CCOCC3)cnc12
  8.8	7.4	-6.3	6.1	19.6	5.0	-2.5	4.8	0.9
> COc1ccc(N2CCN(Cc3nc4c(c(=O)n(C)c(=O)n4C)n3Cc3cccc(C)c3)CC2)cc1
  -6.7	-18.6	0.3	0.8	17.0	35.6	0.9	-0.8	0.9
> COc1ccc(CCn2c(=N)c(C(=O)NCc3ccco3)cc3c(=O)n4ccccc4nc32)cc1OC
  3.1	3.0	1.2	nt	nt	-34.4	4.9	8.2	0.8
> CC1CN(Cc2nc3c(c(=O)n(C)c(=O)n3C)n2Cc2ccc(Cl)cc2)CC(C)O1 (configuration not stated)
  5.8	-7.3	-2.1	-0.9	6.2	-2.0	-6.2	4.2	1
> COc1ccc(NC(=O)c2oc3ccccc3c2NC(=O)c2ccc3c(c2)OCO3)cc1
  5.1	-0.8	-0.1	-1.2	10.4	-5.0	1.1	6.7	0.8
> CC(C)N(C(=O)CSc1nc2c([nH]1)c(=O)n(C)c(=O)n2C)c1ccccc1
  1.0	-6.9	-2.7	0.9	13.4	6.6	-2.4	-5.7	0.9
> CCCN(CC(=O)c1cc(C)n(C)c1C)S(=O)(=O)c1cccc(C(F)(F)F)c1
  -1.0	-10.0	0.5	6.3	9.7	22.9	9.0	-2.0	0.9
> CCCN(C#N)c1nc(NCC)nc(NC(C)C)n1
  2.0	-14.5	1.5	7.0	8.9	16.2	5.1	-3.2	0.9
> Cc1cc(/C=N\O)c(C)n1-c1ccncc1
  -0.9	-5.6	-10.9	nt	nt	-13.2	-5.5	3.0	0.9
> Cc1cccc(NC(=O)c2ccccc2C(=O)O)c1
  6.9	4.4	2.1	-3.4	4.6	4.2	3.5	6.0	0.9
> Cc1nn2c(c1-c1ccccc1)NC1=C(C(=O)CCC1)C2c1cccnc1 (configuration not stated)
  -7.8	-5.0	-18.7	1.5	0.3	-11.7	-0.9	-2.2	1
> Cn1c2ccccc2c2nnc(SCN3C(=O)c4ccccc4C3=O)nc21
  3.0	-1.4	1.3	2.5	20.5	6.7	7.8	3.8	0.9
> CC(C)(C)c1ccc(OCC(=O)N2CCN(C=O)CC2)cc1
  5.8	6.4	2.6	nt	2.1	7.2	nt	nt	1
> COc1ccccc1N1CCN(S(=O)(=O)c2cccc(F)c2)CC1
  4.3	-7.0	6.7	nt	19.8	3.2	nt	nt	0.9
> CCOC(=O)C1=C(C)NC2=C(C(=O)CCC2)C1c1ccc(N(C)C)cc1 (configuration not stated)
  4.5	-4.7	-3.4	-12.4	6.0	13.3	-5.2	6.7	0.9
> CCOCc1nnc(NC(=O)CSc2ccccc2)s1
  -0.1	4.2	3.4	4.1	2.7	-4.9	-12.1	-2.2	1
> Cc1ccc(CS(=O)(=O)CCC(=O)NCC2CCCO2)cc1 (configuration not stated)
  -0.5	0.9	2.1	-0.3	13.2	-8.1	9.2	0.3	1
> Cc1cc(NC(=O)CCC(=O)N(C2CC2)C2(C(=O)NC3CCCC3)CCC(C)CC2)no1 (configuration not stated)
  1.5	-3.2	1.2	nt	4.6	-10.7	nt	nt	1
> O=C(c1ccccc1)N1CCCCC(Sc2nnnn2-c2ccccc2)C1=O (configuration not stated)
  2.7	3.0	0.0	6.4	10.0	17.3	2.2	1.1	1.1

Compound activity as filed in PubChem.
